Compound activity: PubChem, Emory University Molecular Libraries Screening Center
14-3-3 PPI: 14-3-3 gamma protein interaction modulation. P61981. FP, 14-3-3gamma / TMR-pS259-Raf peptide binding. inhibition, % at 40 µM. hit rate 0.19% among 160,000; in the data active = inhibition above about 30%;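 also: 0% = protein plus tracer without compound and 100% = blank with tracer alone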
Target sequence (P61981 whole entry, looked up): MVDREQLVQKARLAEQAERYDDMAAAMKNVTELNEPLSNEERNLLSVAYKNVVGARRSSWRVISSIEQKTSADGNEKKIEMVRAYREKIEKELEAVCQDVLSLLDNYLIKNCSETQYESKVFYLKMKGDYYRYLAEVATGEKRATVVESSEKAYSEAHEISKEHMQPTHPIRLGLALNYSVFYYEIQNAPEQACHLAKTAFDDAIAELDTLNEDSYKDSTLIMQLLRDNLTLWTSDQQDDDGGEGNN
An asterisk follows results filed as active; & = joins results of further samples. The list is partial. The share of hits here may be higher or lower than overall.

molecule | 14-3-3 PPI
O=C(c1cc(S(=O)(=O)N2CCOCC2)ccc1F)N1CCN(Cc2ccccc2)CC1 | -2&-5
CCOc1ccc2ccccc2c1C1Nc2ccccc2-c2nnc(SC)nc2O1 (stereo unspecified) | -233
COc1cc(CN2CCC(N3CCN(C)CC3)CC2)cc(OC)c1OC | -4
O=C1CCCC2=C1C(c1ccc(O)cc1)n1nc(SCc3ccccc3Cl)nc1N2 (stereo unspecified) | 0
CCOC(=O)c1sc(NC(=O)c2noc3c2CCCC3)c(C(=O)OCC)c1C | 2
COC(=O)C1=C(C)NC2=C(C(=O)CCC2)C1c1ccc(C(C)C)cc1 (stereo unspecified) | -2
COc1cc(C2C(C(=O)OCC(C)C)=C(C)NC3=C2C(=O)CC(c2cccs2)C3)cc([N+](=O)[O-])c1O (stereo unspecified) | 0
CCCCNC(=O)C1CC(=O)N(c2ccc(Cl)cc2)C1 (stereo unspecified) | -2
Cc1cc(=O)oc(C)c1C(=O)n1ccnc1 | -9
O=c1[nH]c2ccc(S(=O)(=O)N3CCOCC3)cc2s1 | -5
CC=CCOC(=O)C1=C(C)NC(=O)NC1c1cccc(OC)c1 (stereo unspecified) | 0
CCOc1ccccc1NC(=O)CCS(=O)(=O)c1ccc(OC)cc1 | -1
COC(=O)c1ccccc1NC(=O)Cn1nc([N+](=O)[O-])cc1C | 1
COc1ccccc1CNC(=O)C1CCN(Cc2nc(-c3cccc(Cl)c3)oc2C)CC1 | -8
COc1cccc(C(=O)N2CCN(C(=O)c3cccs3)CC2)c1OC | -5
CCC(NC(=O)Nc1nnc(C(F)(F)F)s1)(C(F)(F)F)C(F)(F)F | -1
COc1ccc(C2=NOC(C(=O)NC(C)C)C2)cc1 (stereo unspecified) | 5
COC(=O)c1ccc(NC(=O)COc2ccccc2C(C)(C)C)cc1 | -10
COc1ccc(N(CCC#N)S(=O)(=O)c2ccc(Cl)cc2)cc1 | 4
CCOc1ccc(CN2C(=O)CCC2(C)C(=O)NC2CCC(C)CC2)cc1OC (stereo unspecified) | -13
CCOc1cc(-c2noc(N)c2C(=O)OC)cc(OCC)c1OCC | 0
COc1ccc(C(CC(=O)N2CCc3ccccc32)NS(=O)(=O)c2ccc(C)cc2)cc1 (stereo unspecified) | 7
CCOC(=O)CN1CC23C=CC(O2)C(C(=O)NC2CCCC2)C3C1=O (stereo unspecified) | -3
O=C(CCNS(=O)(=O)c1cccc2nsnc12)NCc1cccs1 | -1&1
O=C(Nc1cc(C(=O)N2CCCCCC2)ccc1N1CC2CC(C1)c1cccc(=O)n1C2)c1ccc(F)cc1 (stereo unspecified) | -6
Cn1c(/N=C/c2cc(Cl)ccc2O)nc2ccccc21 | 1
CCOc1ccc(C2C(C(=O)Nc3ccccc3)=C(C)Nc3nc(-c4ccccc4)nn32)cc1OC (stereo unspecified) | -3
CC(=O)Oc1ccc(C)cc1N1C(=O)c2ccc(C(=O)O)cc2C1=O | 2
COC(=O)c1c(C)oc2cc(Br)c(OCc3cccc(Cl)c3)cc12 | 5
Cc1ccc2nc(C)cc(NCCO)c2c1 | 4&-30
Cc1ccc(Cl)cc1N1CCN(C(=O)C2CCCN(S(=O)(=O)c3cnc[nH]3)C2)CC1 (stereo unspecified) | 2
COc1cc(OC)cc(C(=O)Oc2cc(N)n(S(=O)(=O)c3ccccc3)n2)c1 | -28
COC(=O)c1c(C(=O)OC)c2n(c1C)CCC2 | -7
COc1cc(C2CC(=O)C=C(O)C2)cc(OC)c1OC (stereo unspecified) | -10
COCCn1nnnc1CN1CCN2CCCC2C1 (stereo unspecified) | -7
COc1cccc(C2Nc3ccccc3C(c3ccccc3)(c3ccccc3)O2)c1OC (stereo unspecified) | -6
O=C(COc1ccccc1)N(Cc1cc2ccccc2[nH]c1=O)CC1CCCO1 (stereo unspecified) | 4
CCSc1nc2c(c(=O)n1-c1ccc([N+](=O)[O-])cc1)SCC2 | -7
COc1cccc(C(=O)Nc2ccc(S(=O)(=O)Nc3ncccn3)cc2)c1 | -4
CC1(C)OC(=O)N(Cc2ccco2)C1(C)O (stereo unspecified) | -6
CCN1CCCC1CNc1ncnc2c1[nH]c1ccc(Cl)cc12 (stereo unspecified) | 1
COc1ccc(Nc2cc(C(=O)NC3CCCC3)c3ccccc3n2)c(OC)c1 | -113
CCCCCn1cnc2c1c(=O)[nH]c(=O)n2C | 0
CCOC(=O)c1cc2cccc(OCC)c2oc1=O | -15
COc1cccc(C=Nc2nnc(C)s2)c1O | 3
COC(=O)C1=C(C)NC(=S)NC1c1ccc(OCc2ccccc2)cc1 (stereo unspecified) | 2
CN=C1SC(CC(=O)Nc2ccc(OC(F)F)cc2)C(=O)N1C (stereo unspecified) | -20
O=C(CCNC(=O)Cn1cnc2ccccc2c1=O)NCCC1=CCCCC1 | -14
O=C(O)c1ccc(COCC(F)(F)F)cc1 | -3
O=C(CCCn1c(=O)c2ccccc2n(Cc2cccc([N+](=O)[O-])c2)c1=O)NCc1ccco1 | -2

Structural class, the entries above containing two or more sulfur atoms (3)
molecule | 14-3-3 PPI
O=c1[nH]c2ccc(S(=O)(=O)N3CCOCC3)cc2s1 | -5
O=C(CCNS(=O)(=O)c1cccc2nsnc12)NCc1cccs1 | -1&1
CCSc1nc2c(c(=O)n1-c1ccc([N+](=O)[O-])cc1)SCC2 | -7

(next part)
molecule | 14-3-3 PPI
O=C(c1cccn2c(=O)c3cc(Cl)ccc3nc12)N1CC=C(c2ccccc2)CC1 | -6
CC(C)(C)n1nc2c(c1NC(=O)CC1CCCCC1)CS(=O)(=O)C2 | 2
COc1ccccc1C1/C(=C(/O)c2ccc(OC(C)C)cc2)C(=O)C(=O)N1c1cc(C)on1 (stereo unspecified) | 2
O=C(COC(=O)C12CC3CC(CC(O)(C3)C1)C2)Nc1ccccc1OC(F)F | 2
O=C(CN1C(=O)c2ccccc2C1=O)NCC(=O)OCC(=O)c1ccc(Br)cc1 | 3
CCc1cc2c(N[C@@H](C)C(=O)O)ncnc2s1 | -10
O=C(Nc1ccc2oc(-c3ccc4ccccc4c3)nc2c1)c1ccc(Cl)c([N+](=O)[O-])c1 | -33
S=c1nc(NCc2cccc(Cl)c2)c2ccccc2[nH]1 | -3
Cc1ccc2c(c1)N(CC(=O)N(C)Cc1ccccc1)C(=O)CO2 | 9
COc1ccc(N(CC(=O)Nc2ccc(OC)c(Cl)c2)S(=O)(=O)c2c(C)noc2C)cc1 | 6
C=C(C)CSc1nc2sc3c(c2c(=O)[nH]1)CCCC3 | 0
Cc1ccc(CNC(=O)C(Cc2ccccc2)NS(=O)(=O)c2cccs2)cc1 (stereo unspecified) | -7
CCOC(=O)c1nc(-c2ccc3c(c2)OCO3)[nH]c1C | -3
CCOC(=O)CC1C(=O)NN=C1C (stereo unspecified) | -3
O=C1CCCc2nc(N3CCc4ccccc43)ncc21 | -7
O=C(c1ccc(N2CCN(c3ccccn3)CC2)c([N+](=O)[O-])c1)N1CCOCC1 | -4
Cc1ccc(NC(=O)CCn2nc(C)cc2C)c(C)c1 | 0
CCOC(=O)c1cc(=O)n2[nH]c(-c3ccc(C)cc3)cc2n1 | -1
CSc1nc(-c2ccc(C)cc2)cn1-c1ccc(F)cc1 | 8
CSc1nc(N)nc(SCC(=O)c2ccccc2)c1C#N | -7&-1

Random excerpt: 3 records from the list.
molecule | 14-3-3 PPI
CSc1nc(N)nc(SCC(=O)c2ccccc2)c1C#N | -7&-1
CSc1nc(-c2ccc(C)cc2)cn1-c1ccc(F)cc1 | 8
O=C1CCCc2nc(N3CCc4ccccc43)ncc21 | -7

Next records:
molecule | 14-3-3 PPI
CCCCNC(=O)CCCn1c(=S)[nH]c2ccc(Br)cc2c1=O | -11
CCn1c2ccccc2c2cc(NC(=O)CN3CCN(C4c5ccccc5-c5ccccc54)CC3)ccc21 | -33
N#Cc1ccccc1N=Cc1cc2c(cc1[N+](=O)[O-])OCO2 | 1
Cc1ccc2c(c1)nnn2C1CCN(S(=O)(=O)c2ccc(C(=O)NC3CCCC3)cc2)CC1 | -8
CCOc1ccc(N(CC)S(=O)(=O)c2ccc3c(c2)CC(C)N3C(C)=O)cc1 (stereo unspecified) | -6
CC(=O)Oc1c(-c2ccccc2)c2nc3ccccc3nc2c2ccccc12 | 33*
COc1ccccc1Nc1ncnc2c1cnn2-c1ccc(C)cc1 | 2
CC(C)c1ccc(-c2csc(NC(=O)c3ccc(Cl)cc3)n2)cc1 | 0
COCCCNC(=O)Cn1ncc2ccsc2c1=O | 4
Cc1csc(NC(=O)c2cccs2)n1 | 1
CC(=O)N1CCc2cc(S(=O)(=O)Nc3ccc(C)cc3)ccc21 | -4
CC1(C)CC(=O)c2cc(C(=O)Nc3ccccc3Br)c(=O)n(-c3ccccc3)c2C1 | 1
COc1ccc2cc(C(c3nnnn3CC3CCCO3)N3CCOCC3)c(=O)[nH]c2c1 (stereo unspecified) | 0
Cc1ccccc1C(=O)OCCN1C(=O)c2cccc3c(N4CCOCC4)ccc(c23)C1=O | -56
CCC(Sc1nc2c(cnn2-c2ccc(Cl)cc2)c(=O)[nH]1)C(=O)OC (stereo unspecified) | 0
CCOC(=O)c1nn2c(C(F)(F)F)cc(-c3ccc(Br)cc3)nc2c1Br | -7
O=C(COC(=O)c1cnccn1)c1ccc(OC(=O)c2ccccc2)cc1 | -2
O=[N+]([O-])c1c(Nc2cccc(O)c2)cc(Cl)c2nonc12 | -6
CCOc1cc(S(=O)(=O)NCCc2cccc(C)c2)c(OCC)cc1-n1cnnn1 | -5
Cc1cc(C)cc(NC(=O)C2C3C=CC4(O3)C2C(=O)N(CCN2CCCCC2)C4C(=O)NC2CCCCC2)c1 (stereo unspecified) | -2
C=CCc1cccc2cc(C(=O)N3CCN(C(=O)c4ccco4)CC3)c(=O)oc12 | -8
Cc1ccc(C)c(NC(=O)CCN2CCOCC2)c1 | 1
Cc1ccc(-n2nc3c(c2NC(=O)c2cc4ccccc4oc2=O)CSC3)c(C)c1 | 4
COc1cc2c(cc1OC)C(C(=O)O)C(c1cccc(Br)c1)N(C)C2=O (stereo unspecified) | -2
CCC(=O)c1ccc(OCC(O)CN2CCN(S(=O)(=O)N3CCCCC3)CC2)cc1 (stereo unspecified) | -1
O=C(c1ccc(NC2=NC3CS(=O)(=O)CC3S2)cc1)N1CCc2ccccc2C1 (stereo unspecified) | 0
CCOc1ccc(Nc2oc(-c3cccs3)nc2C#N)cc1 | -4
CN(C)CCN1C(=O)C(=O)/C(=C(/O)c2ccc(Cl)cc2)C1c1ccc(Br)cc1 (stereo unspecified) | -23
O=C(NCCN1CCOCC1)c1ccc(=O)oc1 | -6
O=C(CCNS(=O)(=O)c1ccccc1F)NCc1ccc2c(c1)OCO2 | -12

Some of these compounds in order of the 14-3-3 PPI value, largest number first:
molecule | 14-3-3 PPI
Cc1ccc(-n2nc3c(c2NC(=O)c2cc4ccccc4oc2=O)CSC3)c(C)c1 | 4
CCC(=O)c1ccc(OCC(O)CN2CCN(S(=O)(=O)N3CCCCC3)CC2)cc1 (stereo unspecified) | -1
C=CCc1cccc2cc(C(=O)N3CCN(C(=O)c4ccco4)CC3)c(=O)oc12 | -8
O=C(CCNS(=O)(=O)c1ccccc1F)NCc1ccc2c(c1)OCO2 | -12

Next part.
molecule | 14-3-3 PPI
COc1ccc(-c2cnnn2-c2ccc(NC(=O)c3ccc4c(c3)OCO4)cc2)cc1OC | -8
COc1cccc(-n2c(Cc3cc(=O)[nH]c(=O)[nH]3)nnc2SCC(=O)Nc2ccccc2)c1 | 0
CC(C)CCNC(=O)Cn1nc(-c2ccc(Cl)cc2)ccc1=O | -3
CNC(=O)c1cc2c(=O)n3ccccc3nc2n(CCOC)c1=N | -5
CCCn1c(CCNC(=O)c2ccc(F)cc2)nc2ccccc21 | 3
Nc1cc(Oc2ccccc2)cc([N+](=O)[O-])c1 | -4
O=C(NCCN1CCCC1)c1ccc(CS(=O)(=O)c2c(Cl)cccc2Cl)o1 | -6
O=C1Nc2ccc(Br)cc2C(O)(C(=O)NC2CCCCC2)N1c1ccc(Cl)cc1 (stereo unspecified) | -5
COCc1nnc(NC(=O)C(C)C)s1 | 1
CC(=O)N(c1ccccc1)C1(C(=O)NC2CCCC2)CCCCC1 | 3
COc1ccc(-c2cc(=O)[nH]c(SCC(=O)Nc3ccc(Cl)cc3)n2)cc1 | -55
COc1ccc(C(=O)Nc2sc3c(c2C(=O)OC(C)C)CCCC3)cc1OC | -3
O=C(c1ccc2c(c1)OCCO2)c1ccccc1Cl | -9
O=C(CSc1nnc(CNC(=O)c2ccccc2F)o1)NCCc1ccccc1 | 2
COc1ccc(Cl)cc1NC(N)=Nc1nc(CSc2ccc(C)cc2)cc(=O)[nH]1 | -3
O=C(Nc1nc(-c2ccncc2)cs1)c1ccc(S(=O)(=O)N2CCCCCC2)cc1 | -10
N#Cc1cccc(N=c2oc3ccc(Br)cc3cc2-c2nc3ccccc3[nH]2)c1 | -4
O=S(=O)(c1ccccc1)N1C2CCC1CC(O)(c1cccnc1)C2 (stereo unspecified) | -10
CC(=O)c1cc(F)c(N2CCN(C(=O)Cc3ccccc3)CC2)cc1C | 1
O=C1c2ccc([N+](=O)[O-])c3c([N+](=O)[O-])ccc(c23)C(=O)N1c1ccccc1I | 0
